p-CIP stab down = p/CIP protein destabilization. Q05BA5. F442A p/CIP-EGFP cells, EGFP fluorescence, 16 h. decrease of EGFP signal, % at 10 µM. 290,000 tested, 0.01% active. AID 1984;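 active = EGFP signal decrease of at least 30% at 10 µM or well 3 SD below plate mean, unless failing retest; inactive = the rest, including hits failing retest or dose response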; also: some compounds called inactive have numbers as strong as hits; many of its hits are not listed in these tables
Target sequence (Q05BA5 1-1403): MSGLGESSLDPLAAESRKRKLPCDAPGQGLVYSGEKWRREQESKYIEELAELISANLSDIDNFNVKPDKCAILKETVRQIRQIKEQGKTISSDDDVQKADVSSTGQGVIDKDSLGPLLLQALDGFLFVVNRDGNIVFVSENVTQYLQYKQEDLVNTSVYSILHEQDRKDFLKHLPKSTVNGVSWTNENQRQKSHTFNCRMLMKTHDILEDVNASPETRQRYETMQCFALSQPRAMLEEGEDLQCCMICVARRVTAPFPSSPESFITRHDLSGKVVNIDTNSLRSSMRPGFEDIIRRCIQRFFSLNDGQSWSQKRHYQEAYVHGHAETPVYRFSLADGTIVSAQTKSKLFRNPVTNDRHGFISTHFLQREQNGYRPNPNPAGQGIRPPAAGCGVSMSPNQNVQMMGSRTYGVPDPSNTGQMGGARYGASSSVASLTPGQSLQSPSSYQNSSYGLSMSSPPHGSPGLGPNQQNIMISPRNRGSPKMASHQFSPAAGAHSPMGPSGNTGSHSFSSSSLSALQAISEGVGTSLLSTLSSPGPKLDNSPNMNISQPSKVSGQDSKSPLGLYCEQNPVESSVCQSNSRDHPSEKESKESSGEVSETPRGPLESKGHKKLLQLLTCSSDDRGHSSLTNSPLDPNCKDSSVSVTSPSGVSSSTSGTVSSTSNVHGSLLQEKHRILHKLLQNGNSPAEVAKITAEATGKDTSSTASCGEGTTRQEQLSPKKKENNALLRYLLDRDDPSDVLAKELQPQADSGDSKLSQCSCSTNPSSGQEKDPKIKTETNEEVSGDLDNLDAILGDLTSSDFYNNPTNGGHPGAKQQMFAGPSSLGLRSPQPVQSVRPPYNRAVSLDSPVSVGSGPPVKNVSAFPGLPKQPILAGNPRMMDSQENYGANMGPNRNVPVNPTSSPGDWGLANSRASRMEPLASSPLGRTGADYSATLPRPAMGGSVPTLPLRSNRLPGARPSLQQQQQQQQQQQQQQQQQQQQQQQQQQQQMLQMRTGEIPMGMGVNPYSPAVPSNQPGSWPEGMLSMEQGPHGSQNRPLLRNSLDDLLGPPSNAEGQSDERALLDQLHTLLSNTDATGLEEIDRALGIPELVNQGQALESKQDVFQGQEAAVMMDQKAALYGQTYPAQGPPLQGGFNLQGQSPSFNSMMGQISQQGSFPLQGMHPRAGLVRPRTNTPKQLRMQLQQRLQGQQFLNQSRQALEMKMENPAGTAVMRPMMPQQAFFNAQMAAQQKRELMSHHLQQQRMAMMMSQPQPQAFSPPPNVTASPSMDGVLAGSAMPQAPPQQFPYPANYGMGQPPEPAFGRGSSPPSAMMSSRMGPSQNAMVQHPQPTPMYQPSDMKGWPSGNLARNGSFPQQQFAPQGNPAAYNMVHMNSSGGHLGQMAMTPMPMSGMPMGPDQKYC
VIM-2 inhibitor = inhibitors of Pseudomonas aeruginosa VIM-2 metallo-beta-lactamase; purified VIM-2, nitrocefin hydrolysis, epi-absorbance fluorescence; inhibition, % at 5.6 µM; 290,000 tested, 0.89% active;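 active = inhibition above the mean of all tested compounds plus 3 SD, cutoff set per screening run, cut at about 7.5% in these data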;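 also: red hydrolysis product quenches plate fluorescence so inhibitors raise well fluorescence; 0% = enzyme with DMSO and 100% = DMSO without enzyme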
FID counter = fluorescent intercalator displacement, NS3 helicase counter-screen; 290,000 tested, 0.17% active; inhibition, % at 7.9 µM; AID 1845; DNA fluorescent intercalator displacement, fluorescence; in the data active = inhibition above about 37%;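 also: 0% = vehicle and 100% = reference compound; higher means more ethidium bromide displaced from hairpin DNA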
SUMO HTRF inh = blocks human SUMOylation mediated by UBC9. P63279. HTRF SUMOylation assay, SAE1/SAE2 + UBC9, in vitro. inhibition, % at 35 µM. 290,000 tested, 0.36% active; in the data active = inhibition above about 50%, passing the limit was not always enough; also: strong numbers were not always called active
IDE act = activators of human insulin-degrading enzyme in cells; AID 493087; 340,000 tested, 0.073% active; HEK cells, FAbeta-B cleavage, fluorescence polarization; 0% vehicle, 100% cell-free pure enzyme wells; activation, % at 5.96 µM;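 active = activation above the mean of all tested compounds plus 3 SD, set per screening campaign, cut at about 17% in these data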
HCV NS3 hel inh = blocks Hepatitis C virus NS3 helicase unwinding. inhibition, % at 10.9 µM. NS3 helicase DNA unwinding, Cy5 molecular beacon fluorescence. 290,000 tested, 0.56% active;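 active = inhibition above the mean of all tested compounds plus 3 SD, set per campaign, cut at about 35% in these data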;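 also: 0% = DMSO wells and 100% = thioflavine S control wells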
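Assay system – hepatitis C virus NS3 helicase domain fragment enzyme · Buffer or medium – MOPS pH 6.5, MgCl2, DTT, Tween20, BSA · Reagent – Cy5/quencher beacon DNA duplex and ATP to start · Compound – single 10.9 µM dose · Timing – 1 h at 25 °C · Technique – Cy5 beacon fluorescence read at start and 1 h · Measure – % inhibition of unwinding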
IMP-1 inhibitor = inhibitors of Pseudomonas aeruginosa IMP-1 metallo-beta-lactamase. inhibition, % at 5.6 µM. purified IMP-1, nitrocefin hydrolysis, epi-absorbance fluorescence. 290,000 tested, 0.45% active;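 active = inhibition above the mean plus 3 SD of all compounds in the same screening run, cut at about 4.5% in these data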;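 also: 0% = IMP-1 with DMSO and 100% = DMSO wells lacking enzyme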
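System: purified recombinant IMP-1 beta-lactamase. Medium: Zinc- and detergent-supplemented HEPES buffer, pH 7.1. Compound: one 5.6 µM dose […]. Schedule: 15 min preincubation plus 25 min reaction at 25 °C. Technique: Epi-absorbance fluorescence, 480 nm excitation, 530 nm emission.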
MEKK3 PB1 HTS = modulators (inhibitors or enhancers) of MEK5 binding to human MEKK3 PB1 domain. Q99759. bead-based flow cytometry, Alexa488-MEK5 binding to MEKK3; actives lie on both sides; 0 = blocked by unlabeled MEK5, 100 = vehicle. binding response (% of control), % at 10 µM. 290,000 tested, 1.4% active. AID 1529;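 active = binding response more than 3 SD above or below the average of its plate-row segment, actives on both sides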;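 also: Alexa488 bead fluorescence after subtracting the streptavidin-only scavenger bead signal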
PHOSPHO1 inh = inhibitors of human PHOSPHO1 phosphatase. Q8TCT1. recombinant PHOSPHO1, absorbance phosphatase assay. inhibition, % at 13.3 µM. 290,000 tested, 1.1% active. AID 1565; in the data active = inhibition above about 60%
* = called active by the depositor; nt = not tested or not shown; [ ] = another dose, or the depositor's remark.

entry	smiles	SUMO HTRF inh	MEKK3 PB1 HTS	HCV NS3 hel inh	FID counter	PHOSPHO1 inh	IDE act	p-CIP stab down	IMP-1 inhibitor	VIM-2 inhibitor
1	CCCn1nnc(NC(=O)COc2cc(C)ccc2C(C)C)n1	1	109	-2	-27	13	-1	-4	-3.1	-2.8
2	CCC(=O)N1CCN(c2ccc(NC(=O)COc3ccc(C)cc3C)cc2)CC1	4	99	24	-52	6	4	-6	1.4	-1.8
3	O=C(COC(=O)c1c2c(nc3ccccc13)/C(=C/c1cccc([N+](=O)[O-])c1)CCC2)NC1CCS(=O)(=O)C1 (stereo not given)	17	104	-2	-11	-14	7	-3	-0.7	-1.0
4	O=C(c1ccccn1)N(Cc1ccco1)C1(C(=O)NC2CCCC2)CCCCC1	3	100	8	-28	13	7	1	-4.8	-4.2
5	Cc1c(CCOC(=O)CC23CC4CC(CC(C4)C2)C3)sc[n+]1Cc1ccccc1	1	107	-80	17	34	2	-12	-2.1	-2.9
6	COc1ccc(-c2cncnc2-c2ccc(OC)cc2O)cc1	10	101	10	-18	2	-1	12	-1.9	-0.9
7	CC(C)CC1NC(=O)N(CC(=O)NC2CCCc3ccccc32)C1=O (stereo not given)	4	103	1	-5	40	7	-5	-0.9	-1.3
8	COc1ccccc1N1CCN(C(=O)CNC(=O)c2ccc(Cl)cc2Cl)CC1	7	102	-2	-32	24	-1	-10	-2.6	-1.9
9	CCN(CC)S(=O)(=O)c1ccc(N(C)Cc2cccc(OC)c2OC)nc1	29	97	-13	-20	23	-1	-7	-0.2	-0.7
10	Cc1ccc(CSc2nc3c(c(=O)[nH]c(=O)n3C)n2CCC(C)C)cc1	9	115	0	-9	-13	3	4	-2.2	-3.8
11	S=c1[nH]nc(Cc2cccs2)n1-c1ccccc1	-9	nt	-1	-6	-67	-2	2	-4.5	1.2
12	Cc1ccc(CS(=O)Cc2ccc(C(=O)N3CCOCC3)o2)cc1 (stereo not given)	18	100	2	-5	45	8	-4	-4.0	0.1
13	CCCCC1C2=C(CCCC2=O)OC2=C1C(=O)CCC2	-5	114	-13	-10	-17	-1	2	-4.6	-4.8
14	COC(=O)CCC(=O)NNC(=O)c1ccc(Cl)cc1Cl	8	98	10	0	14	1	3	-2.9	-2.1
15	Nc1cc(=O)[nH]c(SCC(=O)Nc2ccc(Oc3ccccc3)cc2)n1	-3	96	1	-11	-33	-7	-16	-4.4	-2.2
16	NC(=O)c1ccc(-n2c(CCC(=O)O)ccc2-c2cccs2)cc1	-2	105	9	-13	13	-1	8	-1.5	-1.6
17	CCc1cc2c(=O)c(-c3nc4ccccc4n3C)coc2c(CN2CCCCC2)c1O	15	96	2	-14	27	-1	-2	-0.8	-3.7
18	COc1ccc(-n2nc3c(c2NC(=O)c2c(F)cccc2Cl)CS(=O)C3)cc1 (stereo not given)	18	95	-3	-2	-9	8	-8	-2.6	-0.8
19	Cc1cccc(OCCNc2nc3c(c(=O)n(C)c(=O)n3C)n2C)c1	15	95	-5	-2	18	-1	-28	-1.6	-1.2
20	Cc1ccc(Cl)c(OCC(O)CN(CCO)CCO)c1 (stereo not given)	9	106	-3	3	-4	9	-10	-1.7	-2.3
21	CCOC(=O)c1sc(Nc2ccc(Br)cc2)nc1C	-14	107	-11	-7	-3	-13	-19	-2.9	-3.9
22	COC(=O)C(C)Sc1ccc2nnc(CCNS(=O)(=O)c3ccc(C)cc3)n2n1 (stereo not given)	-6	105	-2	-13	20	6	1	-2.3	-1.6
23	COc1ccc(-c2nnc(NC(=O)CSc3ccc(Cl)cc3)s2)cc1OC	3	102	6	2	-7	0	-11	-0.9	-0.1
24	CCOC(=O)C(NCc1ccccc1)(NC(=O)c1ccccc1)C(F)(F)F (stereo not given)	20	105	1	0	-12	-4	-9	-5.6	-5.2
25	O=C(Nc1ccc(F)cc1F)c1ccc2c(c1)OCCO2	19	99	1	-5	36	-2	-12	-0.4	-4.1
26	COc1cccc(N=C2NC(=O)/C(=C/c3cc([N+](=O)[O-])ccc3O)S2)c1	17	101	24	-10	31	-12	-21	-0.2	-1.4
27	CC1(C)c2ccccc2N2CC(=O)N[C@@]21/C=C/C=C/c1ccccc1	-1	86	-18	-28	15	2	-157	-2.1	-0.3
28	CC(=O)N1CCN(CC(=O)Nc2ccc(SC(F)F)cc2)CC1	-11	104	0	2	8	5	-3	-4.3	-3.2
29	COC(=O)C1=C2SC(C)C(=O)N2C(N)=C(C#N)C1c1cc(OC)c(OC)c(OC)c1 (stereo not given)	13	96	-18	-20	43	-4	-15	-0.5	-0.9
30	CC(C)Oc1ccc(CN2CCCC(CO)(Cc3ccccc3)C2)cc1CO (stereo not given)	0	103	-14	8	8	2	-9	-3.5	-2.9
31	Nc1nc(SCC(=O)Nc2ccccc2Sc2ccc(Cl)cc2)n[nH]1	8	121	-1	-20	37	5	-10	-4.8	-2.1
32	Cc1cccc(-c2nc(CN3CCN(Cc4cccc(F)c4)CC3)c(C)o2)c1	-4	103	-53	0	-13	4	-2	-1.8	-0.4
33	O=C(/C=C/c1ccccc1)OCc1cncs1	10	100	-9	-3	34	-2	-4	-2.5	-2.6
34	COC(=O)COc1ccccc1/C=C1/NC(=O)NC1=O	-5	106	3	-5	49	1	-12	-2.4	-1.2
35	O=C(CNC(=O)Cc1ccccc1)NCC(=O)OCC(=O)c1ccc(F)cc1	11	101	6	-2	48	-4	0	-0.3	0.1
36	COc1cc(CNc2ccc(CNc3ncn[nH]3)cc2)ccc1OCc1ccccc1	-15	101	-20	-10	-7	1	-1	-2.6	-4.4
37	Cc1ccc(S(=O)(=O)NC(=O)Nc2c(C)cccc2C)cc1	10	97	12	-5	26	2	-21	-1.3	-0.9
38	COc1ccc(S(=O)(=O)n2ccc(C)n2)cc1C	4	102	-6	-2	8	1	-3	-2.9	-3.6
39	CCCCN(C(=O)CSc1nnc(-c2ccc(OC)cc2)n1C(C)C)c1c(N)n(Cc2ccccc2)c(=O)[nH]c1=O	12	97	-12	-11	-2	-2	3	-3.4	-0.1
40	COc1ccc(OC)c(C(c2nnnn2CC2CCCO2)N2CCN(C3CCCC3)CC2)c1 (stereo not given)	14	106	-20	4	18	4	-2	-2.3	-3.0
41	CCOC(=O)C1CCN(c2ncnc3c2cnn3-c2ccccc2)CC1	13	101	-7	-22	20	-1	-13	-1.6	-2.0
42	CCCC(c1nnnn1C1CCCC1)N1CCN(C(=O)c2ccco2)CC1 (stereo not given)	4	90	1	-18	-2	4	-1	-2.3	-1.8
43	Cc1ccc(C)c(NC(=O)CN(C)C(=O)c2nn(C)c(=O)c3ccccc23)c1	2	94	1	-3	20	2	1	-1.0	0.5
44	COc1cc(CN2CCCC(CCC(=O)NCc3ccc(C)o3)C2)cc2c1OCO2 (stereo not given)	14	104	-11	1	44	2	-2	-2.7	-2.8
45	C=CCn1c(=O)c2c(nc3n2CCCN3CCc2ccc(OC)c(OC)c2)n(C)c1=O	7	105	-12	-28	-17	2	-4	-3.6	-2.5
46	Cc1ccc(C2CC(=O)C(C=NCCN3CCN(C(=S)Nc4ccccc4)CC3)=C(O)C2)cc1 (stereo not given)	-2	107	-5	0	51	1	-9	-3.5	-3.5
47	Cc1ccc(S(=O)(=O)NC(=O)NCc2ccc(Cl)cc2)cc1	4	106	0	-9	-3	6	3	-3.2	-2.6
48	CCc1nnc(NC(=O)CSc2nnc(-c3ccoc3C)n2-c2cccc(C)c2)s1	26	99	5	-33	32	4	-20	-5.6	-3.5
49	COC(=O)c1cc2c(cc1NC(=O)CSCCc1ccccn1)OCO2	-12	86	-3	-6	-6	-2	-2	-1.7	-2.2
50	Nc1nc2ccc(C(=O)Nc3ccccc3)cc2s1	3	102	-6	3	10	2	-4	-3.7	-2.3
51	COc1ccc(C=O)cc1COc1ccccc1F	-2	92	-7	2	18	2	2	-1.8	-1.9
52	COC1CCCCC1NS(=O)(=O)c1ccc(Cl)cc1 (stereo not given)	-6	107	2	-3	-7	11	-9	-3.9	-3.7
53	COc1ccc(NC(=O)CN(C)C(=O)c2cc3c(s2)CCC(C)C3)cc1 (stereo not given)	4	100	5	-32	23	-3	-15	-1.4	-0.5
54	CCOc1ccccc1NC(=O)c1ccc(S(=O)(=O)N2CCOCC2)cc1	-8	101	11	-13	1	3	7	-2.1	-1.2
55	O=Cc1c[nH]c2ccc(S(=O)(=O)N3CCOCC3)cc12	6	90	1	2	-5	2	0	-3.7	-3.6
56	O=C(O)COc1ccc(/C=N/NC(=O)C2CCCN2S(=O)(=O)c2ccc(Cl)cc2)cc1 (stereo not given)	7	97	-3	-20	58	2	-11	-3.5	-3.3
57	O=S(=O)(c1ccc(Cl)s1)N1CCN(C/C=C/c2ccccc2)CC1	8	106	-1	-1	12	0	-7	-1.2	-3.7
58	COc1cccc(CN2CCNC(=O)C2CC(=O)N(C)C2CCOCC2)c1 (stereo not given)	-5	96	-2	-13	20	9	-14	-0.2	1.7
59	CCCC(=O)C1=C(O)C(C(=O)OC)C(C)(C)CC1=NCCc1ccc(OC)c(OC)c1 (stereo not given)	10	72*[inhibitor]	-7	-29	18	3	-8	-3.0	-4.7
60	COC(=O)C1CCN(c2cc(Cl)nc(N)n2)CC1	0	125	1	0	-23	-3	15	-2.1	-2.6

Additional entries follow:
entry	smiles	SUMO HTRF inh	MEKK3 PB1 HTS	HCV NS3 hel inh	FID counter	PHOSPHO1 inh	IDE act	p-CIP stab down	IMP-1 inhibitor	VIM-2 inhibitor
61	COc1cccc2[nH]c(C(=O)NCCc3ccccc3)cc12	15	100	4	-21	36	0	31	-3.8	-3.5
62	O=S(=O)(c1cccc(-c2nnc(-c3cccnc3)o2)c1)N1CCCCC1	6	99	-3	-12	-26	1	-6	-1.5	-2.9
63	O=C(COc1ccccc1)Nc1ccc(Cl)c(-c2nc3ncccc3o2)c1	13	97	5	-3	-12	1	-2	-4.0	-0.3
64	CCOC(=O)c1ccc(NC(=O)CC2Sc3ncnn3C2=O)cc1 (stereo not given)	22	94	15	-27	14	0	-9	-4.9	-5.2
65	Cc1ccc(S(=O)(=O)N2CCC(=O)N(C(COCc3cccc(C)c3)Cc3ccccc3)CC2)cc1 (stereo not given)	-20	53	-13	-29	-14	1	-6	-1.4	-0.9
66	O=C(CCCn1ncn2c(cc3occc32)c1=O)N1CCc2ccccc2C1	14	99	3	-25	-29	-1	0	-3.4	-4.0
67	O=C(NCN1CCN(CCO)CC1)c1cnccn1	30	97	-8	-1	-7	-2	-3	-1.9	-3.1
68	COC(=O)C1CCN(C(=O)COc2cc3sc(C)nc3c3sccc23)CC1	26	102	-1	-23	-51	4	-3	-2.6	1.7

Complete entries, quoted from the list. Screens in order: SUMO HTRF inh, MEKK3 PB1 HTS, HCV NS3 hel inh, FID counter, PHOSPHO1 inh, IDE act, p-CIP stab down, IMP-1 inhibitor, VIM-2 inhibitor
CCOC(=O)c1ccc(NC(=O)CC2Sc3ncnn3C2=O)cc1 (stereo not given) in the list: 22, 94, 15, -27, 14, 0, -9, -4.9, -5.2
O=C(CNC(=O)Cc1ccccc1)NCC(=O)OCC(=O)c1ccc(F)cc1 in the list: 11, 101, 6, -2, 48, -4, 0, -0.3, 0.1

Source: PubChem BioAssay (several laboratories)

The list is partial; the hit share may differ from the screen's.
